# GDH-TPI inh – GDH-TPI coupled enzyme inhibition counter-screen | GDH-TPI coupled enzyme counterscreen, NADH absorbance | inhibition, % at 4.8 µM | 360,000 compounds, 1.2% hits | AID 588335;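 note: 0% = DMSO wells and 100% = wells lacking the enzyme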
# FBA Mtb inh – Mtb fructose-bisphosphate aldolase inhibition. P9WQA3. purified M. tuberculosis FBA, fluorescence read-out. inhibition, % at 1 µM. 360,000 compounds, 2.3% hits; in the data active = inhibition above about 27%;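 note: 0% = vehicle and 100% = reference inhibitor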
# Target sequence (P9WQA3 whole entry, looked up): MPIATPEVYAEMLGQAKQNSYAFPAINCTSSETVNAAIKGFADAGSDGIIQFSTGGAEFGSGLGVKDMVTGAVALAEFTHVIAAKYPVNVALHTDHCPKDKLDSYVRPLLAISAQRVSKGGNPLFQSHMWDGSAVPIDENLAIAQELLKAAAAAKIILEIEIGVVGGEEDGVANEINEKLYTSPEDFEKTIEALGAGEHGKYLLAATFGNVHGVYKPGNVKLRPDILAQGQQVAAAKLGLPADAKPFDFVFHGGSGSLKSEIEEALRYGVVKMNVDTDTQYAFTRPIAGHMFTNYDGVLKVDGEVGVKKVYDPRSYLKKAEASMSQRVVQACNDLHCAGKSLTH
# MazEF act – increases E. coli MazEF RNase cleavage of RNA | FAM/BHQ RNA-DNA oligo cleavage fluorescence, 5 h | AID 504720 | 350,000 compounds, 0.32% hits | activation, % at 20 µM; in the data active = activation above about 50%
# Target sequence (P0AE70 whole entry, looked up): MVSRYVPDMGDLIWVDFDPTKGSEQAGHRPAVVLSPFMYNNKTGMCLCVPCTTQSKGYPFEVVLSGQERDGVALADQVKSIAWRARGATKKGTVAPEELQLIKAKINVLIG
# Mtb UGM inh – Mtb UDP-galactopyranose mutase inhibition. purified UGM, fluorescence polarization probe displacement. AID 504406. P9WIQ1. 320,000 compounds, 0.06% hits. inhibition, % at 10 µM; in the data active = inhibition above about 10%, passing the limit was not always enough; inconclusive = no clear call, values can overlap the other calls
# VHR inh abs – DUSP3 (human) phosphatase inhibition; AID 1654; P51452; recombinant VHR phosphatase, pNPP absorbance; 290,000 compounds, 0.52% hits; inhibition, % at 13.3 µM; in the data active = inhibition above about 50%; note: some compounds called inactive have numbers as strong as hits
# Target sequence (P51452 whole entry, looked up): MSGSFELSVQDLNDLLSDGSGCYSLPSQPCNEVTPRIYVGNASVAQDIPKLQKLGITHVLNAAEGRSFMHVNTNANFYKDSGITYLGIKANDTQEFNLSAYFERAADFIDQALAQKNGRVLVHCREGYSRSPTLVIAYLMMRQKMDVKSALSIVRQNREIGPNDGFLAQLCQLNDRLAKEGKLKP
# FadD28 FP inh – M. tuberculosis FadD28 bisubstrate binding inhibition | 360,000 compounds, 0.22% hits | FadD28 bisubstrate probe binding, fluorescence polarization | AID 588549 | inhibition, % at 12.5 µM; in the data active = inhibition above about 8.5%, passing the limit was not always enough; inconclusive = no clear call, values can overlap the other calls
# Mtb BioA inh – inhibitors of Mycobacterium tuberculosis BioA enzyme | inhibition, % at 9.99 µM | AID 602481 | purified M. tuberculosis BioA enzyme, plate reader | 360,000 compounds, 0.096% hits; in the data active = inhibition above about 40%; inconclusive = no clear call, values can overlap the other calls
# BoNT F protease – BoNT F light chain protease inhibition; Multiplex microsphere protease cleavage assay, flow cytometry; inhibition, % at 10 µM; 360,000 compounds, 0.22% hits; AID 588497; in the data active = inhibition above about 35%, passing the limit was not always enough; inconclusive = no clear call, values can overlap the other calls; note: plate controls were buffer without enzyme for full effect and enzyme alone for no effect
# Rv3671c inh – Rv3671c (M. tuberculosis) protease inhibition. inhibition, % at 5.96 µM. 320,000 compounds, 0.048% hits. AID 2606; in the data active = inhibition above about 38%;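 note: extracellular domain of Rv3671c used as enzyme; 0% = enzyme with DMSO and 100% = no enzyme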
# Target sequence (P9WHR9 whole entry, looked up, the tested form may be a part): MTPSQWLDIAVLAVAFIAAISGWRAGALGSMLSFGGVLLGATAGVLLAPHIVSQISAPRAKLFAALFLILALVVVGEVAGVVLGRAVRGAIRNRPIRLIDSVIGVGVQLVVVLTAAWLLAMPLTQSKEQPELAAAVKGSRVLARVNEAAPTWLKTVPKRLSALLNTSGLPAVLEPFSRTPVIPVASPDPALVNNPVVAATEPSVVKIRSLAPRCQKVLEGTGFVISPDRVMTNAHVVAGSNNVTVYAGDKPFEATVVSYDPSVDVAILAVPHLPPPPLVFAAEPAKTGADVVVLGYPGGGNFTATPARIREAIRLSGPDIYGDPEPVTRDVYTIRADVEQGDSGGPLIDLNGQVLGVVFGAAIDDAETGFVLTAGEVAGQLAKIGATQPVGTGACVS
# CCHFV vOTU inh – CCHFV vOTU protease inhibition | Pep-AMC fluorescence | 370,000 compounds, 0.55% hits | inhibition, % at 11.5 µM; note: 0% = vehicle wells with enzyme and 100% = no enzyme wells
# Active calls of the source: *; ? = inconclusive; . = no result given; + = active, no number. Cut-off read from the data, not from the text of the source, unless noted: active = inhibition above about 30%; inactive = the rest.
1) CC1=C(N2CCN(c3ncccn3)CC2)CCC1=O
2) Cc1ccccc1-n1ncc2c(SCC(=O)N3c4ccccc4CC3C)ncnc21 (stereo not drawn)
3) O=c1c2ccccc2sc2ccc(C#CC3(O)CCCCC3)cc12
4) COc1ccc(C2CC(c3ccc(Cl)cc3)=NN2c2ccc(S(N)(=O)=O)cc2)cc1 (stereo not drawn)
5) O=C(CN1CCC(C(=O)c2ccc(Cl)cc2)CC1)NC1CCCC1

Screen / compound no.,1,2,3,4,5
GDH-TPI inh,11,4,6,6,-2
FBA Mtb inh,2,0,19,+,-3
MazEF act,1,-6,0,-6,5
Mtb UGM inh,-0.4,0.4,-2.8,.,0.0
VHR inh abs,.,44,.,.,2
FadD28 FP inh,-4.0,-1.0,-1.8,-2.9,-1.1
Mtb BioA inh,0.7,0.0,-4.6,-0.9,-0.3
BoNT F protease,3,-13,7,-2,-16
Rv3671c inh,6,-3,-19,.,2
CCHFV vOTU inh,9,-4,15,-103,7

6) COC(=O)C1CCN(C(=O)COC(=O)CNS(=O)(=O)c2ccc(SC)c([N+](=O)[O-])c2)CC1
7) FC(F)(F)c1cc(-c2ccco2)nc(N2CCN(Cc3ccccc3)CC2)n1
8) Cc1nn(CC(=O)N2CCN(c3ccccc3)CC2)c(=O)c2ccccc12
9) Cc1ccc(N2CCN(CCc3ccccc3)CC2)cc1
10) O=C(O)CSC1=NC(=Nc2ccc(Cl)cc2)C2(CCCCC2)N1c1cccc(C(=O)O)c1

Screen / compound no.,6,7,8,9,10
GDH-TPI inh,8,-2,3,-7,14
FBA Mtb inh,2,-2,7,-1,-1
MazEF act,3,-12,-41,10,2
Mtb UGM inh,1.9,3.2,1.7,1.9,0.8
VHR inh abs,.,23,7,24,2
FadD28 FP inh,0.2,-1.7,0.3,-1.4,0.4
Mtb BioA inh,0.3,.,0.9,.,.
BoNT F protease,-9,-9,23,-9,7
Rv3671c inh,14,2,1,5,-8
CCHFV vOTU inh,-6,6,3,.,-5

# 4 compounds from above, showing only CCHFV vOTU inh and FBA Mtb inh.
entry	SMILES	CCHFV vOTU inh	FBA Mtb inh
7	FC(F)(F)c1cc(-c2ccco2)nc(N2CCN(Cc3ccccc3)CC2)n1	6	-2
8	Cc1nn(CC(=O)N2CCN(c3ccccc3)CC2)c(=O)c2ccccc12	3	7
9	Cc1ccc(N2CCN(CCc3ccccc3)CC2)cc1	.	-1
10	O=C(O)CSC1=NC(=Nc2ccc(Cl)cc2)C2(CCCCC2)N1c1cccc(C(=O)O)c1	-5	-1

# Later entries.
11) CC(C)c1nnc(NC(=O)CCC(=O)N2CCN(c3ccccc3F)CC2)s1
12) O=c1c2cc(NC(=S)NCCN3CCCCCC3)ccc2nc2n1CCCCC2
13) COC(=O)c1ccccc1NC(=O)CSc1nncn1-c1cccnc1
14) O=C1NC2(CCOc3ccccc32)C(=O)N1CC(=O)N(Cc1ccccc1)C1CCS(=O)(=O)C1 (stereo not drawn)
15) COc1ccc(C(=O)CCC(C)(C)[N+](=O)[O-])cc1

Screen / compound no.,11,12,13,14,15
GDH-TPI inh,-1,-3,1,3,-10
FBA Mtb inh,2,4,-2,-3,-3
MazEF act,6,18,15,1,-6
Mtb UGM inh,-1.5,2.3,3.5,-0.5,-2.3
VHR inh abs,18,5,26,22,21
FadD28 FP inh,-3.1,-3.3,-0.9,-2.0,-4.4
Mtb BioA inh,0.0,-0.3,5.4,2.1,.
BoNT F protease,0,-4,-27,-22,-3
Rv3671c inh,-5,-4,-5,2,0
CCHFV vOTU inh,20,-1,5,-1,-12

16) COc1ccccc1NC(=O)c1sc2nc(C)cc(C)c2c1N
17) CC(C)Oc1ccc(Nc2ncnc3ccccc23)cc1
18) Cc1ccc(N2CC(C(=O)OCC(=O)c3ccc[nH]3)CC2=O)cc1 (stereo not drawn)
19) CCOC(=O)CSc1nc(C)cc(=O)[nH]1
20) COc1ccc(N2CCN(CCNC(=O)Nc3cc(Cl)ccc3Cl)CC2)cc1

Screen / compound no.,16,17,18,19,20
GDH-TPI inh,20,14,1,3,5
FBA Mtb inh,1,-3,0,3,6
MazEF act,5,-2,11,7,-5
Mtb UGM inh,1.5,-2.2,-2.3,-2.6,2.2
VHR inh abs,.,31,.,11,2
FadD28 FP inh,-0.3,-1.2,-1.8,-1.1,-1.0
Mtb BioA inh,0.1,.,0.7,0.1,-3.2
BoNT F protease,?,1,-19,4,6
Rv3671c inh,-3,1,0,7,.
CCHFV vOTU inh,-9,17,8,-6,-8

21) COc1ccc(OCCN2CCN(C(=O)c3ccc(OC)c(OC)c3)CC2)cc1
22) O=C(O)CCN(CC(=O)c1ccc(Cl)cc1)S(=O)(=O)c1ccc([N+](=O)[O-])cc1
23) COC(=O)c1c(C)nc(C)c(C(=O)OC)c1-c1ccc(OC)cc1
24) CCCCNc1ccc2oc(-c3ccc(OC)cc3)c(-c3ccc(OC)c(F)c3)c2c1
25) COC(=O)Cc1c(C)c2ccc(OCC(=O)c3ccc(OC)c(OC)c3)cc2oc1=O

Screen / compound no.,21,22,23,24,25
GDH-TPI inh,2,-7,-14,11,.
FBA Mtb inh,2,5,4,11,.
MazEF act,6,-4,-3,-6,-38
Mtb UGM inh,-1.3,1.9,-1.0,-2.0,-1.7
VHR inh abs,3,.,14,.,-5
FadD28 FP inh,1.1,0.5,1.3,-1.1,.
Mtb BioA inh,-0.5,1.8,.,0.2,.
BoNT F protease,-8,-3,?,-10,.
Rv3671c inh,-1,4,-1,2,-17
CCHFV vOTU inh,4,28,-6,6,2

26) Cc1ccc(CCN2CC(C(=O)NCCc3ccccc3)CC2=O)cc1 (stereo not drawn)
27) Cc1cc(SCC(=O)Nc2ccccc2)n2ncc(-c3ccccc3)c2n1
28) Fc1ccc(COc2ccccc2C(=S)N2CCCC2)cc1
29) Cn1c(SCC(=O)NC2CCCC2)nnc1-c1ccncc1
30) CCN(CC)Cc1nc2nc(Cl)c(Cl)nc2[nH]1

Screen / compound no.,26,27,28,29,30
GDH-TPI inh,-2,6,1,1,37*
FBA Mtb inh,0,2,-1,6,1
MazEF act,-2,12,8,-29,4
Mtb UGM inh,0.4,0.2,1.5,-0.2,.
VHR inh abs,-4,13,-5,17,.
FadD28 FP inh,-0.9,-0.1,-1.6,-2.4,-1.4
Mtb BioA inh,-5.5,.,.,-1.0,0.3
BoNT F protease,2,?,1,4,-7
Rv3671c inh,6,-37,-8,-3,.
CCHFV vOTU inh,24,-6,-14,-12,-7

# Given with each value named: two of the compounds above
26. Cc1ccc(CCN2CC(C(=O)NCCc3ccccc3)CC2=O)cc1 (stereo not drawn)
  GDH-TPI inh: -2
  FBA Mtb inh: 0
  MazEF act: -2
  Mtb UGM inh: 0.4
  VHR inh abs: -4
  FadD28 FP inh: -0.9
  Mtb BioA inh: -5.5
  BoNT F protease: 2
  Rv3671c inh: 6
  CCHFV vOTU inh: 24

27. Cc1cc(SCC(=O)Nc2ccccc2)n2ncc(-c3ccccc3)c2n1
  GDH-TPI inh: 6
  FBA Mtb inh: 2
  MazEF act: 12
  Mtb UGM inh: 0.2
  VHR inh abs: 13
  FadD28 FP inh: -0.1
  Mtb BioA inh: .
  BoNT F protease: ?
  Rv3671c inh: -37
  CCHFV vOTU inh: -6

# The list continues:
31) CCOC(=O)CN(C(=O)CSc1nnc2c(n1)[nH]c1ccccc12)c1ccccc1
32) Cc1cc(C(=O)OCC(=O)N2CCc3ccccc32)ccc1[N+](=O)[O-]
33) CCOc1ccccc1C1C(C#N)=C(N)N(N(C)C)C2=C1C(=O)CCC2 (stereo not drawn)
34) CC(=O)Nc1ccc(OC(=O)N2CCCC2)cc1
35) CC(=O)OCCc1c(C)nc2nc[nH]n2c1=O

Screen / compound no.,31,32,33,34,35
GDH-TPI inh,10,5,8,11,-4
FBA Mtb inh,-1,0,1,0,-1
MazEF act,30,-3,5,-12,4
Mtb UGM inh,0.8,-2.1,1.4,-2.4,0.4
VHR inh abs,5,.,-22,6,-10
FadD28 FP inh,-0.4,-0.4,-0.2,-3.7,-0.9
Mtb BioA inh,1.7,-0.7,2.3,-0.7,-6.0
BoNT F protease,-9,-4,18,-17,3
Rv3671c inh,-26,-19,1,7,-8
CCHFV vOTU inh,-9,-6,-10,-4,0

36) COc1ccc(/C=N/NC(=O)CCCOc2ccc(Cl)cc2Cl)cc1
37) Cc1ccc(C(=O)Nc2nnc(C3=COCCO3)o2)cc1C
38) Cc1csc(NC(=O)C(F)(F)F)n1
39) CS(=O)(=O)N(CC(=O)N1CCCC1)c1cc(Cl)c(Cl)cc1Cl
40) COc1cc(C)nc(N2CCCC(C(=O)NC3CCC(C)CC3)C2)n1 (stereo not drawn)

Screen / compound no.,36,37,38,39,40
GDH-TPI inh,-3,14,-12,0,.
FBA Mtb inh,2,24,2,-2,.
MazEF act,1,1,-2,0,-9
Mtb UGM inh,4.3,1.6,-1.9,-2.8,3.6
VHR inh abs,-4,8,9,10,19
FadD28 FP inh,-3.1,-3.2,-4.5,-1.0,.
Mtb BioA inh,.,-1.0,-0.3,1.2,.
BoNT F protease,-6,-1,-1,2,.
Rv3671c inh,-11,7,-4,1,-4
CCHFV vOTU inh,5,4,-12,.,.

41) CCc1cc(=O)oc2c(C)c(OC(C)C(=O)NC3CC(C)(C)NC(C)(C)C3)ccc12 (stereo not drawn)
42) CCCCn1c(C)c(C(=O)OCC)c2c(CN3CCCC3)c(O)ccc21
43) O=C(NC1CCCC1)C(c1ccc(F)cc1)N(Cc1ccccc1Cl)C(=O)CCl (stereo not drawn)
44) Cc1ccccc1NC(=O)COC(=O)/C=C/c1cccc(C(F)(F)F)c1
45) Cc1ccc(C)c(N2C(=O)CS/C2=N\NC(=O)c2ccccc2Cl)c1

Screen / compound no.,41,42,43,44,45
GDH-TPI inh,12,2,4,-6,-4
FBA Mtb inh,27,1,-1,-4,-2
MazEF act,10,6,4,2,5
Mtb UGM inh,1.4,4.9,-1.4,-0.3,3.6
VHR inh abs,2,30,15,-4,20
FadD28 FP inh,-2.4,-1.5,-1.3,-3.3,-3.1
Mtb BioA inh,1.8,4.4,0.1,.,0.2
BoNT F protease,7,?,4,0,0
Rv3671c inh,0,19,7,9,-2
CCHFV vOTU inh,3,-3,7,9,10

46) O=C(NCc1ccc2c(c1)OCO2)C(=O)NCC1OCCCN1S(=O)(=O)c1cc(F)ccc1F (stereo not drawn)
47) CS(=O)CCC(NS(=O)(=O)c1ccccc1)C(=O)O (stereo not drawn)
48) Cn1c(CSCc2ccccc2)n[nH]c1=S
49) CN(C)CCCC(C)(O)C(Cc1ccccc1)c1ccccc1 (stereo not drawn)
50) Nc1ccc(S(=O)(=O)Nc2nc3ccccc3o2)cc1

Screen / compound no.,46,47,48,49,50
GDH-TPI inh,-4,6,-5,9,-13
FBA Mtb inh,2,2,-1,3,3
MazEF act,-2,-1,4,21,6
Mtb UGM inh,-3.6,1.4,-2.0,0.7,3.8
VHR inh abs,2,14,-4,-5,23
FadD28 FP inh,-2.5,-1.4,-1.8,-5.4,4.6
Mtb BioA inh,-1.7,-0.6,.,-2.1,0.5
BoNT F protease,3,-10,4,-1,?
Rv3671c inh,-8,6,1,4,7
CCHFV vOTU inh,-1,-10,-3,8,1

51) CCc1ccc(-c2nc(CN3CCC(C(=O)N4CCN(c5ccccc5)CC4)CC3)c(C)o2)cc1
52) CC1(C)CN=C(Nc2ccc(F)c(Cl)c2)S1
53) COc1ccc(CNc2nc3nc(C)cc(C)n3n2)cc1
54) N#CC1=C(C2CC2)CC(c2ccccc2)C(C#N)=C1N (stereo not drawn)
55) CNC(=O)C[C@@H]1C(=O)N(Cc2ccccc2)CC1(C)C
56) COc1ccccc1N(CC(=O)NCC1CCCO1)C(=O)CNS(=O)(=O)c1ccccc1 (stereo not drawn)

Screen / compound no.,51,52,53,54,55,56
GDH-TPI inh,5,-3,4,8,6,-6
FBA Mtb inh,2,0,8,33*,2,0
MazEF act,10,5,-1,10,9,7
Mtb UGM inh,-0.8,2.4,-8.8,-0.3,.,-1.1
VHR inh abs,-1,-15,33,25,.,17
FadD28 FP inh,0.0,-3.0,0.6,-2.9,-0.2,-0.2
Mtb BioA inh,-2.3,.,0.8,-1.4,.,-3.3
BoNT F protease,-6,-11,-4,?,-3,-1
Rv3671c inh,-1,-8,-1,-7,.,10
CCHFV vOTU inh,4,-5,2,-29,0,-1
